Bioassay records from PubChem.
FBPA coupling cs = coupling enzyme interference in Giardia aldolase counter-screen; coupling enzyme system counterscreen, AmpLite Red fluorescence; activity change, negative = inhibition, % at 58.2 µM, hits read low; 290,000 tested, 0.67% active; AID 2472; in the data active means activity change below about -30%; further: on the % scale 0 is the no-effect control and ±100 the full control effect
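Fluorescence at 525 nm excitation and 598 nm emission measured inhibition of the coupled detection system without aldolase. Compounds (at 57.5 uM final) were preincubated 10 min at room temperature with coupling enzyme reagent before a 20 min substrate/AmpLite Red step.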
ASM inhibitor = blocks human secretory acid sphingomyelinase; 340,000 tested, 0.006% active; placental ASM, HMU-PC fluorogenic substrate, 60 min; Potency, µM (highest dose often 57.5 µM), for inactives: top-dose activity change, negative = inhibition, actives largely listed as inhibitors; further: potency means the concentration at half of the fitted maximal effect
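qHTS format. ASM enzyme prepared from human placenta hydrolyses the fluorogenic substrate HMU-PC0 (9 uM final) over 60 min at 37 °C after a 10 min compound preincubation.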
GALK inhibitor = inhibitors of human galactokinase | Purified GALK, Kinase-Glo residual ATP luminescence | Potency, µM (series often up to 57.5 µM), inactives show at the top dose activity change, negative = inhibition, hits mostly inhibitors | 270,000 tested, 0.007% active; further: potency means the concentration at half of the fitted maximal effect; on the % scale 0 is the no-effect control and ±100 the full control effect
Target sequence (P51570 whole entry, looked up): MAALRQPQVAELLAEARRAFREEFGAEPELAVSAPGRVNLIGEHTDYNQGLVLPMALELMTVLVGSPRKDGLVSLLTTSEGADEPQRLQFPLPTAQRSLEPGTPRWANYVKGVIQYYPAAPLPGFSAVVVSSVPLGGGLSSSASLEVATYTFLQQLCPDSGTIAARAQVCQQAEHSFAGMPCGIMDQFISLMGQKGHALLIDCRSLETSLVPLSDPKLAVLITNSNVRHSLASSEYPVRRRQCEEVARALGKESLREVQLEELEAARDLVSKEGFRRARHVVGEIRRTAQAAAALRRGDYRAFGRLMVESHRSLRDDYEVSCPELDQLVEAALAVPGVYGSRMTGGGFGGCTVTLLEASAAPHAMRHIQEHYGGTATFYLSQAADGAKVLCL
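Kinase-Glo Plus luminescence measured ATP left after a 1 h room-temperature reaction. The reaction used 5 nM GALK, 100 uM galactose and 35 uM ATP at pH 8.0 (20 mM HEPES, 5 mM MgCl2, 60 mM NaCl, 1 mM DTT, 0.01% BSA).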
B2AR arrestin = recruits beta-arrestin to the human beta2-adrenergic receptor; beta-arrestin recruitment to beta2AR, cell-based reporter; 330,000 tested, 0.02% active; AID 492947; Potency, µM (titrated, usually from 46.1 µM), for the others: at the top dose activation, hits mostly activators; P07550;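 further: potency means the concentration at half of the fitted maximal effect; 0% = DMSO controls and full agonism = EC100 isoproterenol or metaproterenol; nearly all actives have a fitted effect of over 65% in size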
BCR signal inh = chronic active BCR signaling inhibition; AID 493014; ABC-DLBCL IkBa-CBG/CBR reporter, luminescence ratio, 4 h; Potency, µM (doses to about 46.1 µM), inactives show top-dose ratio change, negative = lower green/red ratio, usual class: inhibitors; 340,000 tested, 0.05% active; active means well fitted inhibition curve with a large enough effect in the signal ratio, with a control signal flat, not every such curve was filed as active; inconclusive means small, poorly fitted or top-dose-only effect, or effect the other way, or a change in a side signal; the % refers to the signal ratio;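 further: potency means the concentration at half of the fitted maximal effect; plate controls were basal doxycycline-induced cells for no effect and cells given 10 µM MG132 for full effect; MG132 reads +100%, hits lower the ratio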
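TMD8 ABC-DLBCL cells carrying doxycycline-inducible green luciferase fused to IkappaBalpha plus unfused red luciferase were exposed to compounds (up to 46 uM) for 4 hrs at 37C. Activity came from the overlap-corrected green/red luminescence ratio.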
Menin-MLL TR inh = displaces Texas Red mutant MLL peptide from human menin. O00255. Menin + Texas Red MLL mutant peptide, fluorescence polarization. Potency, µM (highest dose often 61.6 µM), inactives show top-dose FP activity change, negative = inhibition, usual class: inhibitors. 270,000 tested, 0.23% active. AID 1768; active means well fitted inhibition curve with a large enough effect in the polarisation, with a control signal flat, not every such curve was filed as active; inconclusive means small, poorly fitted or top-dose-only effect, or effect the other way, or a change in a side signal; inactive means no such curve, though single readings can be large or run the other way; the % refers to the polarisation; further: potency means the concentration at half of the fitted maximal effect; % of control where 0% means no effect; many of its hits are not listed in these tables
Tb PFK block = T. brucei PFK enzyme inhibition; 330,000 tested, 0.17% active; T. brucei PFK, ADP-Glo luminescence; Potency, µM (doses to about 57.5 µM), without a hit: at the top dose activity, negative = inhibition, most hits filed as inhibitors;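 further: potency means the concentration at half of the fitted maximal effect; 0% = uninhibited 1x PFK enzyme wells and -100% = no-enzyme wells; nearly all actives have a fitted effect of over 60% in size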
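Activity is normalized to no-enzyme wells (full inhibition) and 1.25 nM enzyme wells (no inhibition). Reaction: 0.5 mM F6P, 0.1 mM ATP, 45 min RT, ADP-Glo luminescence; concentration-response curves fitted and classed by quality.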
PKM2 act = activators of human pyruvate kinase M2; Potency, µM (series often up to 57.5 µM), without a hit: at the top dose activation, hits mostly activators; 260,000 tested, 0.34% active; purified PKM2, Kinase-Glo ATP luminescence, activation; response scale: 0% is enzyme alone, no compound; further: potency means the concentration at half of the fitted maximal effect; on the % scale 0 is the no-effect control and ±100 the full control effect; nearly all actives have a fitted effect of over 55% in size
Target sequence (P14618 whole entry, looked up): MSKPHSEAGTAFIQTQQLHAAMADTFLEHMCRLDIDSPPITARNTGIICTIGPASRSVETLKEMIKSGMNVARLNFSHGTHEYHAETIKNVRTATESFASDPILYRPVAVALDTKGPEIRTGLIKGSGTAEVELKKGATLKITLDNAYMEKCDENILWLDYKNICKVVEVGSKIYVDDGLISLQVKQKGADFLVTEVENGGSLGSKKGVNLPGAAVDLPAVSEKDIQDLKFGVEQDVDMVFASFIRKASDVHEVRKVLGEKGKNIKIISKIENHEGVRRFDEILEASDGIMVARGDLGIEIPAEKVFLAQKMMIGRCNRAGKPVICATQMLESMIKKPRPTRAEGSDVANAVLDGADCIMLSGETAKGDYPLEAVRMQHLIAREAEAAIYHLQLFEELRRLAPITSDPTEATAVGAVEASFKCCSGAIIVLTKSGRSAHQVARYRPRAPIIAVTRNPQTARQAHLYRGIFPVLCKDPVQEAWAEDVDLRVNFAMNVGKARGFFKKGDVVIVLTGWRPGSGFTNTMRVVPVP
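Purified hPK-M2 (>95%) run at intermediate activity with 0.1 mM ADP and 0.5 mM PEP in 50 mM imidazole pH 7.2, KCl, MgCl2; 1 h room temperature. ATP formed read by Kinase-Glo luminescence; normalized to uninhibited and no-enzyme controls.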
Integrin act MD = activates integrin-mediated alleviation for muscular dystrophy; alpha7betagal myoblasts, beta-gal FDG fluorescence, 48 h; Potency, µM (series often up to 38.3 µM), without a hit: top-dose activation, actives largely listed as activators; 350,000 tested, 0.064% active;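 further: potency means the concentration at half of the fitted maximal effect; 100% = response of the positive control SU9516; nearly all actives have a fitted effect of over 60% in size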
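alpha7betagal+/- myoblasts (passage 13, 250/well) treated 48 h at 37C with compounds at 1:260 dilution of DMSO stock. Lysed, then beta-galactosidase activity read as FDG fluorescence (ex 480/em 540) after 30 min, with pre-read for autofluorescence.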
Giardia killer = Giardia lamblia killing; Giardia lamblia trophozoite viability; activity change, % at 7.66 µM, hits read low; 340,000 tested, 0.15% active; in the data active means activity change below about -80%; inconclusive means between about -30% and that limit;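 further: parasites exposed to compound for two days anaerobically before the ATP read; on the % scale 0 is the no-effect control and ±100 the full control effect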
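Trophozoites 100 cells/well + cpd; 48 hrs, 37 deg C, anaerobic. ATPLite 1-Step added, 15-30 min RT, luminescence read (ATP-based viability).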
PTAP TSG101 blk = blocks PTAP/TSG101 interaction to inhibit HIV-1 budding | Fluorescence polarization, FITC-PTAP peptide / Tsg101 binding | Potency, µM (highest dose often 115 µM), without a hit: at the highest dose activity change, negative = inhibition, most hits filed as inhibitors | 340,000 tested, under 10 active | AID 493005; active means well fitted inhibition curve with a large enough effect in the main read-out, with a control signal flat, not every such curve was filed as active; inconclusive means small, poorly fitted or top-dose-only effect, or effect the other way, or a change in a side signal; inactive means no such curve, though single readings can be large or run the other way; further: potency means the concentration at half of the fitted maximal effect; % of control where 0% means no effect
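Steps: Tsg101 binding domain dispensed (10 uM final), compounds pinned in DMSO, FITC-labeled PTAP-motif peptide added (50 nM final); after 20 min binding at room temperature, polarization measured.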
Active calls of the source: *; ? = inconclusive; / = not tested or not shown; [ ] = remark or other dose. Unless noted, the call rests on the fitted dose curve; in most records, active means well fitted curve in the direction sought with a large enough effect; inconclusive means small, poorly fitted or top-dose-only effect, or another doubt; inactive means no such curve, though single readings can be large; an effect the other way counts as inactive or inconclusive. An excerpt; count on the stated rates, not on these rows.

SMILES | FBPA coupling cs | ASM inhibitor | GALK inhibitor | B2AR arrestin | BCR signal inh | Menin-MLL TR inh | Tb PFK block | PKM2 act | Integrin act MD | Giardia killer | PTAP TSG101 blk
Cc1cc2ccccc2n1CCNC(=O)C(C)Oc1ccccc1 (centres undefined) | -14 | -3% | 1% | -0.8% | 13% | ? | -3% | -13% | 14% | 4 | -10%
CCC(C)[C@H](NC(=O)C1CCN(C(=O)[C@H](Cc2ccccc2)NS(=O)(=O)c2ccc(C)cc2)CC1)C(=O)O (some centres undefined) | 0 | 7% | 0% | -0.7% | 5% | 12% | 0% | / | -8% | 1 | -2%
Cc1ccc(SCC(=O)NNC(=O)CCS(=O)(=O)c2ccc(C)cc2)cc1 | / | -1% | / | -0.8% | -5% | / | 1% | / | 41% | 3 | 0%
Cc1cc(C)nc(NS(=O)(=O)c2cccs2)c1 | 0 | 9% | / | -0.4% | 3% | 5% | -3% | 16% | 5% | -6 | -1%
CSc1ccccc1NC(=O)c1ccccc1N(Cc1ccccc1)S(C)(=O)=O | 2 | 3% | 1% | 0.1% | -9% | -15% | -4% | -11% | -28%[7.66 µM] | 1 | -9%
Cn1ncc(Cl)c1C(=O)Nc1sc2c(c1C(N)=O)CCC2 | 0 | -4% | -1% | 0.0% | ? | 8% | -3% | 0% | 29% | -3 | -2%
CCN(CC)c1ccc(C(=O)Nn2c(C)nc3ccccc3c2=O)cc1 | 3 | 3% | 3% | -0.7% | ? | -13% | -1% | / | 0% | -14 | -8%
CC1CC(C)(C)N(C(=O)NC2CCCCC2)c2ccccc21 (centres undefined) | -2 | 4% | -3% | -0.1% | 10% | 10% | 2% | 3% | 10% | 18 | -3%
CCOc1cc(/C=C2/NC(=O)NC2=O)cc([N+](=O)[O-])c1O | -4 | -4% | -1% | -0.1% | ? | ? | 29% | -7% | 4% | 5 | -3%
CCN(CC)CCNC(=O)c1cc2ccccc2nc1Cl | 1 | -1% | -3% | 0.0% | -8% | 14% | -1% | 0% | -14% | 16 | -1%
COc1ccc(C(CNC(=O)c2ccc(-c3ccccc3)cc2)N(C)C)cc1OC (centres undefined) | 0 | 2%[11.5 µM] | -1% | -0.2% | -2% | -2% | -2% | 0% | -75%[inhibitor] | -25 | 0%
Cc1cc(C)cc(N2C(=O)N(c3ccccc3C)C3CS(=O)(=O)CC32)c1 (centres undefined) | 0 | 2% | 0% | 0.1% | -11% | 11% | 8% | -6% | -17% | 6 | -4%
COc1ccc(CC(=O)Nc2cc(S(=O)(=O)N3CCCCC3)ccc2C)cc1 | / | -1% | / | -0.3% | -7% | / | 0% | / | 11% | -1 | -1%
CCCCN1C[C@H](O)[C@@H](O)[C@H](O)[C@H]1CO | -4 | 5% | -2% | -0.2% | 9% | 63%[activator] | -5% | 0% | / | 3 | -9%
CCOC(=O)c1cccc(NC(=O)c2ccccc2C)c1 | -2 | -9% | -1% | -0.3% | 1% | 4% | 1% | -31% | 18% | 0 | -1%
Cc1nc(SCC(=O)Nc2ccc3c(c2)OCCO3)nc(C)c1C | -3 | -4% | -1% | 0.0% | -4% | -9% | -3% | -3% | 0% | 6 | 3%
COc1c(Cl)cc(C(=O)NCc2ccco2)cc1Cl | 1 | -1% | 1% | 0.3% | 0% | 7% | -2% | 8% | -5% | -10 | -2%
COc1ccc(C(=O)O)cc1NC(=S)NC(=O)/C=C/c1ccc(C(C)C)cc1 | 3 | -9% | -2% | 0.2% | ? | 96%[activator] | 12% | / | 4% | -8 | 2%
COc1ccc(C(=O)OCC(=O)Nc2cccc(C(C)=O)c2)cc1OC | 1 | -1% | 7% | -0.5% | ? | ? | -6% | / | 0% | -17 | -6%
COc1ccc(Nc2nc(-c3ccccc3)cs2)cc1 | -4 | -9% | -1% | -0.1% | ? | ? | -1% | -6% | 10% | -2 | -6%
Cc1ccc(-n2c(O)c(C=NC3CCS(=O)(=O)C3)c3ccccc3c2=O)c(C)c1 (centres undefined) | -3 | 8% | -3% | 2.6% | 9% | / | 0% | 3% | -18% | -7 | -1%
CC(OC(=O)CNC(=O)C12CC3CC(CC(C3)C1)C2)C(=O)Nc1ncc(Cl)cc1Cl (centres undefined) | 1 | 12% | 0% | -1.4% | ? | / | -10% | -17% | 15% | -2 | /
CCOc1ccc(NC(=S)c2ccc3ccccc3n2)cc1 | 1 | 3% | 7% | 5.0% | ? | 10% | -30% | 4%[0.46 µM] | -11% | -11 | -1%
CC(C)CCNC(=O)c1ccc(Cl)c(NC(=O)Cc2ccccc2)c1 | 4 | / | 2% | -0.4% | ? | -9% | 11% | -6% | / | / | /
Cc1cc(C)nc(NS(=O)(=O)c2ccc(N/C=C\C(=O)c3ccc(Cl)cc3)cc2)n1 | 2 | 203%[activator] | 1% | -0.3% | 4% | -18% | -2% | 5% | -4% | 1 | -3%
CCN(c1cccc(C)c1)c1nc2ccsc2c(=O)s1 | 2 | 2% | -5% | 0.1% | 9% | / | 1% | 2% | 2% | 2 | -4%
CN(C)S(=O)(=O)N1CCC(Oc2cccc(C(=O)N3CCCCCC3)c2)CC1 | / | 0% | -7% | -0.3% | -1% | / | 0% | -4% | -3% | -2 | -1%
COc1ccc(CCNC(=O)C2CCCN(c3nn4c(=O)cc(C)nc4s3)C2)cc1OC (centres undefined) | -1 | -1% | -3% | -0.4% | -5% | 18% | -5% | -18% | 21% | 3 | 1%
O=C(O)Cn1c(CC(=O)N2CCCC2)nc2ccccc21 | -3 | -2% | -4% | 0.3% | 7% | -26% | 2% | -9% | 20% | 6 | 0%
COc1cc2c(cc1OC)C1O[C@](CCCCN3C(=O)c4ccccc4C3=O)(C2)Oc2c1c(=O)oc1ccccc21 | 1 | / | / | -0.1%[9.22 µM] | ? | 1%[11.7 µM] | -4%[11.5 µM] | -1%[11.5 µM] | / | / | /
CCS(=O)(=O)NCC(c1cccnc1)N1CCN(c2ccccc2F)CC1 (centres undefined) | 1 | 2% | 6% | 0.3% | 5% | 1% | 0% | 3% | -4% | 7 | -2%
CCN1CCN(c2ccc(NC(=O)c3ccccc3F)cc2Cl)CC1 | 1 | 0% | -1% | 0.2% | -1% | -6% | -6% | -3% | -29% | 17 | -6%
COc1ccc(N2CCN(C(=O)CCc3cc(OC)c(OC)c(OC)c3)CC2)cc1 | -2 | -1% | 3% | 0.3% | -2% | -12% | -4% | / | -17% | 1 | -9%
COc1ccc(-c2nc(C#N)c(N3CCc4ccccc4C3)o2)cc1OC | / | -3% | 0% | -0.3% | 1% | 8% | -2% | -1% | -21% | 14 | -4%
CCC(=O)NCC(=O)OCC(=O)c1ccccc1 | 2 | 4% | -2% | -0.5% | ? | -3% | -2% | -16% | 25% | -11 | -4%
COc1ccccc1-n1c(SCC(=O)NC(C)(C)C)nc(O)c(Cc2ccccc2)c1=O | 1 | 0% | -4% | -0.5% | ? | -11% | 1% | 0% | 23% | 4 | -2%
C=CCn1c(SCC#N)nnc1-c1ccc2ncccc2c1 | 3 | 1% | 2% | -0.9% | -10% | / | -3% | -1% | -12% | 3 | -3%
CCN(CC(=O)NCCc1ccc(Cl)cc1)Cc1nc2ccccc2c(=O)[nH]1 | -1 | -4% | -3% | 0.0% | 3% | 4% | 0% | -3% | 14% | -7 | 0%
CN(C)c1ccc(/C=N/NC(=S)NCc2ccccc2)cc1 | -2 | 319%[activator] | / | 5.2% | -13% | ? | 0% | 0% | 2% | 8 | -3%
CCOc1ccc(Nc2oc(-c3ccccc3Cl)nc2C#N)cc1 | 6 | 24% | 0% | -2.0% | ? | 17% | 0% | 1% | 7% | -18 | -3%
Cc1nnc(N/N=C/c2cccc(OCc3ccc(Cl)c(Cl)c3)c2)n1N | -20 | ? | 1% | 0.0% | ? | 14% | ? | 3% | -42% | -14 | -1%
CCOC(=O)c1c(N)sc2c(OCC)c(Br)ccc12 | -4 | -8% | -1% | 0.1% | ? | ? | -2% | 1% | 10% | -10 | 0%
COc1ccc(CNC(=O)CN(Cc2ccc(Cl)cc2)S(C)(=O)=O)cc1 | 5 | 1% | 1% | -2.9% | 4% | -8% | 0% | -2% | 8% | 20 | -2%
CCc1c(O)nc(SCC(=O)NCc2ccco2)[nH]c1=O | -2 | 4% | -1% | -0.1% | 1% | 15% | 1% | 1% | -5% | 11 | -10%
COC(=O)C1=C(COc2ccc(C=O)cc2OC)NC(=O)NC1c1cc(C)ccc1C (centres undefined) | -2 | -2% | / | -0.1% | ? | -10% | 2% | 0% | 1% | 7 | -8%
